CHO-K1 Ca ag – M1 agonist counterscreen hit in parental CHO-K1 cells | Fluo-8 calcium fluorescence; scaled to maximal ATP response, vehicle zero | activation, % at 3 µM | 360,000 compounds, 0.48% hits; in the data active means activation above about 15%;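 further: untransfected CHO-K1 host cells lacking M1 receptor as counterscreen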
OXTR potentiator – potentiates the human oxytocin receptor response | CHO-OTR cells, Fluo-8 calcium fluorescence, potentiator mode; 0% = oxytocin EC15, 100% = EC100 | activation, % at 3 µM | 320,000 compounds, 0.061% hits | AID 2445;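 active means activation above that plate's cutoff, the mean activation of tested compounds plus 3 SD, cut at about 6.6% in these data, passing the limit was not always enough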;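 further: 100% uses oxytocin at 75 nM as the full agonist control; some results filed as inactive read as strong as hits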
Target sequence (P30559 whole entry, looked up): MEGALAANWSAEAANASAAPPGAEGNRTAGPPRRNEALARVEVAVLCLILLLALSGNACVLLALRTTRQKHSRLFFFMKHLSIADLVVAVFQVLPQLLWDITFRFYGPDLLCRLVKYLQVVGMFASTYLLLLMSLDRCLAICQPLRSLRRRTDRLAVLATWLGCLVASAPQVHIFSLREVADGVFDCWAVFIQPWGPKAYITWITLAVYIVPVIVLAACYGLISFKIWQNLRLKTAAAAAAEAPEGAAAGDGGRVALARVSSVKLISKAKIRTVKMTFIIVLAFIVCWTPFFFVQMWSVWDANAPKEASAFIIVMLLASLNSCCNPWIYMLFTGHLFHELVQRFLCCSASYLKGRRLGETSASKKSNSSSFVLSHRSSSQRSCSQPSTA
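assay system = CHO-OTR cells, human receptor | schedule = compound 6 min at room temperature before oxytocin, 100 s read | detection = Fluo-8 intracellular calcium fluorescence, ex 470-495, em 515-575 nm | evaluation = normalized max/min fluorescence ratio, % activation | control set = EC15 oxytocin alone as 0%, 75 nM oxytocin (EC100) as 100%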
TAAR1 antagonist – human TAAR1 antagonism. CHO RD-HGA16 TAAR1, Fluo-8 calcium fluorescence, antagonist. 360,000 compounds, 1.5% hits. Q96RJ0. inhibition, % at 3 µM;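 active means inhibition above a per-plate cutoff, the mean inhibition of test compounds on that plate plus 3 SD, cut at about 49% in these data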;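 further: 0% = DMSO plus EC80 beta-PEA response and 100% = DMSO alone without agonist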
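Assay system: RD-HGA16 CHO cells with stable hTAAR1 and Gα16 / Reagent: EC80 β-phenethylamine stimulus / Doses: 3 µM, single point / Timing: dye loading 75 min at 37 °C, then 30 min room temperature / Measured by: Fluo-8 intracellular calcium dye fluorescence, real-time kinetic reads / Controls: vehicle wells and EC80 agonist wells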
OXTR agonist – activates the human oxytocin receptor; P30559; CHO-OTR cells, Fluo-8 calcium fluorescence; normalized: DMSO 0%, oxytocin 100%; activation, % at 3 µM; 320,000 compounds, 0.32% hits; AID 2435;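 active means activation above the mean of all tested compounds plus 3 SD, cutoff set per screening run, cut at about 20% in these data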;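 further: peak over basal fluorescence ratio from a 100 s FLIPR kinetic read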
CHO parental Ca – counter-screen for OX1R antagonists: effect in parental CHO cells | parental CHO-K1, ATP-induced calcium, Fluo-8 fluorescence | inhibition, % at 5.6 µM | 330,000 compounds, 0.63% hits;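 active means inhibition above that plate's mean sample inhibition plus 3 SD, cut at about 26% in these data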;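 further: 0% = ATP-challenged DMSO wells and 100% = DMSO wells without ATP; some compounds past the cut are filed as inactive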
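Material: Parental CHO cells | Reagent: ATP | Compound dosing: Single nominal dose of 5.6 µM per compound | Detection: Intracellular calcium via Fluo-8 no-wash fluorescent dye | Read-out: % inhibition of ATP-induced calcium mobilization | Benchmarks: Low control ATP plus DMSO, high control DMSO only | Replicates: Singlicate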
V1aR counter – activates human V1a receptor in oxytocin agonist counter-screen; activation, % at 3 µM; 320,000 compounds, 0.25% hits; CHO-V1R cells, Fluo-8 calcium fluorescence, agonist mode; 0% DMSO, 100% 3 nM vasopressin; P37288;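 active means activation above the mean activation of all tested compounds plus 3 SD, per screening run, cut at about 20% in these data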;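 further: signal is peak over basal fluorescence ratio across a 100 second FLIPR read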
Target sequence (P37288 whole entry, looked up): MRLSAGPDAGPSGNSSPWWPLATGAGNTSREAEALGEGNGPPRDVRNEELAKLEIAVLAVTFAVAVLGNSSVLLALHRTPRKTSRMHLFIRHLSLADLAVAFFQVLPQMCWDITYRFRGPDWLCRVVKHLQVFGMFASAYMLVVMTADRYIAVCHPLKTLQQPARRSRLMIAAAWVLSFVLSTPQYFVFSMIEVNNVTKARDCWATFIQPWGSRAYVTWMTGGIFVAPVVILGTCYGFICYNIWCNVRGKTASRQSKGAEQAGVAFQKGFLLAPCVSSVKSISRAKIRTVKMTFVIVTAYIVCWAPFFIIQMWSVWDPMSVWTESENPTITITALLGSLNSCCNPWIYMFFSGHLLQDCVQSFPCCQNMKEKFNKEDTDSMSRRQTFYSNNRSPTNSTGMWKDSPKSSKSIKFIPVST
GPR7 antag – human neuropeptides B/W receptor 1 antagonism; AID 1861; inhibition, % at 4.4 µM; GPR7-expressing cells, fluorescence antagonist assay; 290,000 compounds, 1.1% hits; P48145; in the data active means inhibition above about 16%, passing the limit was not always enough;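 further: cells stimulated with the agonist NPW; 0% = agonist with vehicle and 100% = vehicle without agonist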
CHO-K1 Ca antag – nonselective inhibitor or artifact in parental CHO-K1 cells; ATP-induced calcium, Fluo-8 fluorescence; inhibition, % at 3 µM; 360,000 compounds, 0.6% hits; AID 602250;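 active means inhibition above a per-plate cutoff, the plate's mean sample inhibition plus 3 SD, cut at about 24% in these data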;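 further: 0% = DMSO plus EC80 ATP and 100% = DMSO alone without ATP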
M1 PAM parental – nonselective activator or artifact in parental CHO-K1 calcium assay; ATP EC20, Fluo-8 calcium fluorescence; 0% at ATP EC20, 100% at ATP max; activation, % at 3 µM; 360,000 compounds, 0.02% hits; AID 602247;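 active means activation above the run cutoff, the mean activation of all test compounds plus 3 SD, cut at about 40% in these data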;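 further: peak over basal fluorescence ratio in a 140 s read after ATP addition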
Active calls of the source: *; nt = no result given.

Start of the data: the first 2 records, to show the layout:
SMILES	CHO-K1 Ca ag	OXTR potentiator	TAAR1 antagonist	OXTR agonist	CHO parental Ca	V1aR counter	GPR7 antag	CHO-K1 Ca antag	M1 PAM parental
Cc1ccc(S(=O)(=O)NCCCNc2ccc([N+](=O)[O-])cc2)cc1	21*	-29	42	13	23	8.3	41*	18	-1
CCC(C)(C)NC(=O)C(Sc1ccccc1)c1ccccc1 (stereo unspecified)	-0.8	7	-17	-2.5	-13	-0.4	-11	5	-4

The list itself, from the start:
SMILES	CHO-K1 Ca ag	OXTR potentiator	TAAR1 antagonist	OXTR agonist	CHO parental Ca	V1aR counter	GPR7 antag	CHO-K1 Ca antag	M1 PAM parental
Cc1ccc(S(=O)(=O)NCCCNc2ccc([N+](=O)[O-])cc2)cc1	21*	-29	42	13	23	8.3	41*	18	-1
CCC(C)(C)NC(=O)C(Sc1ccccc1)c1ccccc1 (stereo unspecified)	-0.8	7	-17	-2.5	-13	-0.4	-11	5	-4
CC1(C(=O)Nc2ccc3c(c2)OCCO3)CCN1C(=O)C1(c2ccc(Cl)cc2)CC1 (stereo unspecified)	0.9	nt	8	nt	nt	nt	nt	0	-1
CCC(C)NC(=S)Nc1ccccc1OC (stereo unspecified)	0.1	-2	-14	0.5	-7	-0.4	-1	21	-14
COc1ccccc1C(CNC(=O)c1ccc(NS(=O)(=O)c2ccc3c(c2)OCCO3)cc1)N(C)C (stereo unspecified)	-0.4	3	-26	0.1	-12	0.5	nt	15	-20
COc1cccc(CNCc2ccco2)c1O	0.3	nt	-8	nt	nt	nt	10	-1	8
N#Cc1cc2cc3ccccc3nc2n2c(=O)c3ccccc3nc12	2.6	-10	11	-1.5	-15	-0.6	-5	-24	11
O=C(CCCN1C(=O)c2ccccc2C1=O)NC1CCCCCC1	0.3	-11	1	-0.2	-6	0.3	-1	-15	14
Cc1ccc2nc(NCc3ccccc3)c(C=NCc3cccnc3)c(=O)n2c1	0.4	-4	-24	2.4	1	0.8	-12	-6	-21
COC(=O)c1ccc(OCc2nn[nH]n2)cc1	0.9	-11	-26	0.4	-1	0.8	-10	-3	18
CCc1ccccc1NC1=NCC(=O)N1Cc1ccc(OC)cc1	0.2	-5	2	-0.1	-17	0.3	1	-8	21
Cc1c([N+](=O)[O-])c(C(=O)Sc2ccc(Br)cc2)nn1C	1.2	-7	9	2.0	-18	5.2	-6	-14	21
Cc1ccc(C(=O)c2c3ccc([N+](=O)[O-])cc3[n+]([O-])n2CCCC(N)=O)cc1	-0.1	-4	4	-0.4	-15	-0.6	nt	-2	0
O=C(C1CCCN(S(=O)(=O)c2cccc3cccnc23)C1)N1CCN(c2ccccc2F)CC1 (stereo unspecified)	4.3	0	38	-1.4	-15	3.2	2	10	-7
CCOc1cc(/C=C2/NC(=O)NC2=O)cc(Br)c1OCc1ccc(C(=O)O)cc1	0.2	1	10	0.0	-9	1.0	-2	2	8
O=[N+]([O-])c1cccc(/C=C/c2ccc3cccc(O)c3n2)c1	0.9	-7	3	-2.0	-4	-0.5	-8	-10	-2
OCCNc1nc(-c2cccnc2)nc2ccccc12	4.9	-4	14	0.7	-3	1.0	8	0	1
O=C(O)CC(c1ccccc1)N1C(=O)c2cccc([N+](=O)[O-])c2C1=O (stereo unspecified)	0.1	0	-13	0.5	-4	0.8	-16	-3	-1
CCCCOc1ccccc1N1CCN(CCCN2C(=O)C3CCCN3C2=O)CC1 (stereo unspecified)	12	-7	-1	-0.8	-20	0.1	-22	-5	10
COC(=O)c1c(C)[nH]c(C(=O)OC(C)C(=O)NC2CCCCC2C)c1C (stereo unspecified)	0.0	nt	-21	nt	nt	nt	nt	-7	-9

Copied from the list:
V1aR counter, CCC(C)(C)NC(=O)C(Sc1ccccc1)c1ccccc1 (stereo unspecified) reads -0.4
M1 PAM parental, COC(=O)c1c(C)[nH]c(C(=O)OC(C)C(=O)NC2CCCCC2C)c1C (stereo unspecified) reads -9
GPR7 antag, CCc1ccccc1NC1=NCC(=O)N1Cc1ccc(OC)cc1 reads 1

Other results.
SMILES	CHO-K1 Ca ag	OXTR potentiator	TAAR1 antagonist	OXTR agonist	CHO parental Ca	V1aR counter	GPR7 antag	CHO-K1 Ca antag	M1 PAM parental
C[C@@H]1CN([C@H](C)CO)C(=O)CCCn2cc(nn2)CO[C@H]1CN(C)C(=O)Nc1cccc(Oc2ccccn2)c1	0.1	nt	-23	nt	nt	nt	nt	-6	-13
CCc1nc(OCc2ccco2)c2sc3nc4c(cc3c2n1)COC(C)(C)C4	1.7	-10	-5	0.9	-31	1.5	-17	-11	16
Cc1ccccc1/C=N/NC(=O)c1cccnc1	-0.1	-1	6	0.1	-6	1.2	-13	-6	11
Cc1ccc(C)c(NC(=O)c2cnn3ccccc23)c1	0.5	-6	3	0.0	-8	0.5	-5	-6	8
CCOc1ccc(NC(=O)[C@@H](NC(=O)c2ccccc2)[C@@H](C)CC)cc1	1.1	-16	21	-2.5	-21	-1.4	-13	-8	19
N=c1c(C(=O)NC2CCCCC2)cc2c(=O)n3ccccc3nc2n1CC1CCCO1 (stereo unspecified)	-0.1	-3	-13	-0.4	-6	-0.3	21*	-13	13
CCc1nc2ccc(C(=O)NCCOc3ccc(OC)cc3)cn2c1N(C)Cc1cccs1	2.0	nt	62*	nt	nt	nt	nt	7	-12
CCn1c(SCC(=O)N/N=C/c2ccc(C)o2)nnc1-c1ccccc1	-0.7	-11	2	-1.0	-18	-0.8	13	28*	-7
CCCN1CNC(=S)N(Cc2ccccc2)C1	-0.2	-5	3	0.1	0	1.4	-8	-5	5
Cc1nn(-c2ccc(F)cc2)c(Cl)c1C(=O)NCC1CCCO1 (stereo unspecified)	-0.2	-3	-23	-0.5	-4	0.8	nt	-8	16
Cc1c(C(=O)Nc2c(C)n(C)n(-c3ccccc3)c2=O)oc2c(Cl)cccc12	-0.1	0	-23	-1.6	-9	-1.8	-11	-7	-9
S=c1[nH]nc(C2CCCCC2)o1	0.7	-5	-13	0.9	-15	0.6	-1	-18	18
CC(=O)c1ccc(NC2=C(N3CCOCC3)C(=O)c3ccccc3C2=O)cc1	0.7	-4	-13	0.5	-11	1.1	-7	-6	12
COc1ccc(-n2ccc(=O)c3c2CCCC3=O)cc1	0.2	-12	-19	-0.1	-4	0.4	-2	-5	21
COc1ccccc1N1CCN(C(=O)c2cc(=O)c3cc(C)cc(C)c3o2)CC1	-0.8	-9	3	-1.9	-8	-0.7	29	-7	20
NNC(=O)C(=O)NCCCN1CCOCC1	-1.1	-9	11	-1.6	-3	0.5	0	2	-9
Cc1ccsc1CNC(=O)c1c(-c2ccccc2)noc1C	0.3	4	-20	-0.9	-18	0.2	-12	-4	15
CCOc1cccc(NC(=O)C2CC(=O)N(c3ccc(F)cc3)C2)c1 (stereo unspecified)	0.0	-6	-5	0.4	3	2.4	-1	2	13
Cc1cc[n+](CC(=O)Nc2cc(C(F)(F)F)ccc2Cl)cc1	0.6	-4	0	-0.2	-8	-0.4	2	-6	3
CCCC1(c2ccccc2)NC(=O)N(CC(=O)NCc2ccc(C)cc2)C1=O (stereo unspecified)	-0.1	-19	-6	0.2	-22	0.8	-8	-14	9
O=C(Nc1cccc([N+](=O)[O-])c1)C1CC(=O)N(Cc2ccccc2)C1 (stereo unspecified)	0.1	-20	10	-0.5	-7	-0.6	5	16	-5
CC(=O)Nc1cccc(OCC(=O)/C=C2\N(C)c3ccccc3C2(C)C)c1	5.4	-19	32	3.5	5	5.4	-2	9	-16
C/C=C\C=C\C(=O)N1CC2(CC(c3cccc(NC(=O)CC)c3)=NO2)C[C@H]1C(N)=O (stereo partly specified)	-0.9	-6	-17	8.6	-5	0.4	nt	6	-17
CCC(=O)c1ccc(N2CCN(C(=O)c3cccc(F)c3)CC2)c(F)c1	5.7	-11	12	4.7	4	7.4	-2	1	4
O=C(Cn1cc(F)c(=O)[nH]c1=O)NCCO	0.7	1	2	0.7	1	-0.4	-8	-9	21
CC(=O)c1cccc(OC(=O)C2=CC=CN3CCS(=O)(=O)N=C23)c1	0.0	-5	-19	1.1	-3	0.5	nt	-12	-8
COc1ccc(CN2CCc3ccc(NC(=O)c4ccncc4)cc3C2)c(F)c1	3.3	-9	2	2.7	-3	3.9	-14	-5	13
Cc1cc(Cl)ccc1OC(C)C(=O)NC(C)C1CCCO1 (stereo unspecified)	-0.1	-9	-16	-0.5	-16	-0.4	-1	-4	21
Cc1c(C(=O)O)nnn1-c1nonc1N	-0.4	-7	-8	-0.2	7	-0.6	-7	-7	-6
COc1ccc(-n2c(-c3ccc(OC)c(OC)c3)n[nH]c2=S)cc1	-0.1	1	-11	0.0	2	1.4	-15	-4	12
CN(CC(=O)Nc1ccccc1Br)C(=O)c1cc(Cl)nc2ccccc12	2.9	-8	15	-0.5	-14	0.7	nt	-15	13
Cc1ccc(CS(=O)(=O)c2cn(CC(=O)Nc3ccon3)c3ccccc23)cc1	19*	-4	-11	-0.1	-14	1.0	nt	7	-1
O=C(Nc1ccccc1N1CCOCC1)C1=NN(c2c(F)c(F)cc(F)c2F)C(=O)CC1	3.2	8	16	-1.6	-21	-0.2	nt	-1	10
Cc1ccc(Cn2ccc(NC(=O)c3cc4nc(-c5ccco5)cc(C(F)(F)F)n4n3)n2)cc1	-0.3	-3	-18	0.5	-14	0.2	1	-1	8
COc1ccc(NC(=O)CCCn2c(=O)[nH]c3ccccc3c2=O)cc1	0.3	-13	-6	-1.5	-12	-1.2	-4	-13	19
COc1ccc(S(=O)(=O)N2CCSCC2)cc1	0.1	2	-23	0.6	-3	1.4	-12	9	-7
Cc1[nH]nc2c1C(c1ccc(N(C)C)cc1)C1=C(CC(C)(C)CC1=O)N2 (stereo unspecified)	1.4	-16	17	-1.1	-7	-0.7	13	-15	31
c1ccc2c(c1)OCC(CNc1ncnc3sccc13)O2 (stereo unspecified)	13	-8	30	15	68*	6.2	17	31*	3
COc1ccccc1CNC(=O)c1ccc(S(=O)(=O)N(C)c2ccccc2)cc1	2.8	nt	16	nt	nt	nt	nt	-3	3
COc1ccc2[nH]c(C)c(CCNC(=S)Nc3ccc(C)cc3)c2c1	2.0	-3	3	0.1	-14	0.4	3	-9	13
Cc1ccccc1-c1nc(CN2CCC(C(=O)N3CCC(C(N)=O)CC3)CC2)c(C)o1	-0.4	-3	-9	0.0	-6	0.2	-12	1	17
Cc1c([N+](=O)[O-])cc(C(=O)Oc2ccc(Br)cc2C(=S)N2CCCCC2)cc1[N+](=O)[O-]	0.5	-4	-3	-2.0	0	-0.8	-1	-9	23
O=C(O)C1=C[C@@H](c2ccc(C(F)(F)F)cc2)C[C@@H](OCCCCO)O1	0.4	3	4	0.1	-15	0.5	nt	-5	1
Cc1nn(Cc2ccc(Cl)c(Cl)c2)c(C)c1NC(=O)c1cn(-c2ccccc2)nc1-c1ccccc1	-0.1	-13	24	-1.9	-21	-1.6	-4	2	-3
